# Tau fluor cs – counter-screen for tau fibril formation inhibitors. tau K18 P301L (four-repeat tau fragment) Alexa594 fluorescence, heparin fibrillization. 0.93% of 280,000 active. Potency, µM (titrated, usually from 57.7 µM), inactives show at the top dose activity change, negative = decrease. AID 1463; also: potency is read from the fitted curve at half-maximal effect; % is scaled to controls: 0 for no effect and ±100 for the full control effect; nearly all actives have a fitted effect of over 55% in size
#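 Human K18 P301L tau (15 uM unlabeled plus 0.24 uM Alexa 594-labeled, final) in 100 mM sodium acetate pH 7 was mixed with compound and 20 uM heparin and incubated 6 hr at 37 C.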
# NPSR antagonist – neuropeptide S receptor (human) antagonism, cAMP; Q6W5P4; Potency, µM (doses to about 38.3 µM), without a hit: at the highest dose activity change, negative = inhibition, usual class: inhibitors; CHO-NPSR cells, cAMP TR-FRET, antagonist mode; 1% of 220,000 active; also: potency is read from the fitted curve at half-maximal effect; % is scaled to controls: 0 for no effect and ±100 for the full control effect; nearly all actives have a fitted effect of over 50% in size; many of its hits are not listed in these tables
# aGal spleen mod – inhibitors or activators of human alpha-galactosidase in spleen homogenate. P06280. human spleen homogenate, 4MU-alpha-Gal fluorescence, 40 min. Potency, µM (doses to about 80 µM), for the others: top-dose activity change, negative = inhibition, most hits filed as inhibitors. 0.008% of 240,000 active. AID 2107;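 also: potency is read from the fitted curve at half-maximal effect; 0% = enzyme with vehicle and -100% = no enzyme basal signal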
# Target sequence (P06280 32-429 limits assumed): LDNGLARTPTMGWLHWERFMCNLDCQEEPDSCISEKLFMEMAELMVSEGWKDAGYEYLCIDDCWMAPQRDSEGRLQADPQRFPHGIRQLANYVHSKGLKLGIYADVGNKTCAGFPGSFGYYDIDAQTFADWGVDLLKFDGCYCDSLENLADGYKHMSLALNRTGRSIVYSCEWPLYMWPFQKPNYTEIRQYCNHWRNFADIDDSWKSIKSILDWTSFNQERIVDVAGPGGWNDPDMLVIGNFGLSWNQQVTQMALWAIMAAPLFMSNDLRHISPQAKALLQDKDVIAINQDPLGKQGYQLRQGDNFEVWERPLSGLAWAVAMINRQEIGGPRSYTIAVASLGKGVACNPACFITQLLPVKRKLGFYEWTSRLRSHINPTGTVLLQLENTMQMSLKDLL
#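 Human spleen homogenate (1 ug) as enzyme source, 4-methylumbelliferyl-alpha-D-galactopyranoside 1 mM final, citrate/phosphate pH 5.0 with 0.01% Tween-20. Compounds 40 min at 37C, NaOH/glycine stop; fluorescence Ex 365/Em 440, Hill-fit AC50.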
# Tau fibril FP – blocks human tau fibril formation measured by polarization. 0.39% of 280,000 active. K18 P301L tau heparin fibrillization, Alexa594 FP, 6 h. Potency, µM (doses to about 57.7 µM), for inactives: top-dose activity, negative = inhibition, hits mostly inhibitors. P10636. AID 1468; also: potency is read from the fitted curve at half-maximal effect; % is scaled to controls: 0 for no effect and ±100 for the full control effect; nearly all actives have a fitted effect of over 55% in size
#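 FP of Alexa 594-tau after heparin (20 uM) induction. Substrate: human K18 P301L, 15 uM unlabeled, 0.24 uM labeled. Buffer 100 mM sodium acetate pH 7. 6 hr, 37 C.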
# CBFb RUNX1 block – inhibitors of human CBF-beta and RUNX1 interaction. 230,000 tested, under 10 active. AID 1477. AlphaScreen CBFb-His/RUNX1-biotin binding, biochemical. Potency, µM (highest dose often 59.8 µM), for the others: top-dose activity, negative = inhibition, usual class: inhibitors. Q01196+Q13951; also: % of control where 0% means no effect
# Target sequence (Q01196 whole entry, looked up): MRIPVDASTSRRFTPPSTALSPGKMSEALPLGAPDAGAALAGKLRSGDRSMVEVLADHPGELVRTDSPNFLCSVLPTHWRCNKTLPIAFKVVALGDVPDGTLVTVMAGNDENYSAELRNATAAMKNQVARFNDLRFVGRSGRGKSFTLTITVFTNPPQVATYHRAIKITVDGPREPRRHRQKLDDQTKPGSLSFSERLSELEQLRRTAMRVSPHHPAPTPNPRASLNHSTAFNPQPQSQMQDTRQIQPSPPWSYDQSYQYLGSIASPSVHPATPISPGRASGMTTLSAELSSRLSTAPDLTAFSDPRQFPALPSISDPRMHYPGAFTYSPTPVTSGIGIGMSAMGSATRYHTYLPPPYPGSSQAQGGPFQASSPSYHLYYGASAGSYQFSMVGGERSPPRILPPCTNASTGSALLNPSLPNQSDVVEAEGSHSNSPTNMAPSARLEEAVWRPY
# Target sequence (Q13951 whole entry, looked up): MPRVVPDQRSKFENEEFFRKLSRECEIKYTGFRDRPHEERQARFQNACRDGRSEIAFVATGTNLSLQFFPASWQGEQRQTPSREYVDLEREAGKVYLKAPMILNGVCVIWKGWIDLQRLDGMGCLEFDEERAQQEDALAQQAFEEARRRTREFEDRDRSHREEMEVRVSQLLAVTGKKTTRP
#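 Bead-based AlphaScreen assay; binding partners His-tagged CBF-beta and biotinylated RUNX1 at 30 nM each. Compound exposure 15 min after a 20-min protein preincubation; bead step 90 min; all steps at room temperature.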
# TR SRC2 fluor cs – alters Texas Red total fluorescence, flagging assay interference; TRb/SRC2 Texas Red total fluorescence interference; Potency, µM (series often up to 106 µM), inactives show at the highest dose fluorescence change, negative = quenching; 0.29% of 280,000 active; AID 1479; active = well fitted curve in either direction with a large enough effect; inconclusive = small, poorly fitted or top-dose-only effect; also: potency is read from the fitted curve at half-maximal effect; % is scaled to controls: 0 for no effect and ±100 for the full control effect
#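 Human TRb ligand-binding domain at 0.6 uM with 20 nM Texas Red SRC2 peptide in Tris buffer containing 1 uM T3 and 5% DMSO, incubated with compound 5 h at ambient temperature. Total fluorescence (555/632 nm) calculated as parallel + 2 × perpendicular.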
# TRb SRC2 PPI – TRbeta-SRC2 interaction inhibition. TRbeta-SRC2 peptide binding, fluorescence polarization; receptor liganded with 1 µM T3. Potency, µM (titrated, usually from 106 µM), inactives show top-dose activity change, negative = inhibition, hits mostly inhibitors. 0.065% of 280,000 active;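 also: potency is read from the fitted curve at half-maximal effect; plate controls were bound peptide for no effect and peptide without receptor for full effect; nearly all actives have a fitted effect of over 50% in size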
#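 Fluorescence polarization of 20 nM Texas Red SRC2 peptide with 0.6 uM human TRb ligand-binding domain, in Tris buffer with 1uM T3 and 5% DMSO. Incubated 5 hr ambient; normalized to unbound and bound controls.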
# Epigenetic reg – derepresses silenced GFP reporter in murine cells; murine LDR cells, GFP reporter derepression, 30 h; Potency, µM (series often up to 53.9 µM), inactives show at the top dose GFP activation, hits mostly activators; 0.2% of 280,000 active; AID 1865; also: potency is read from the fitted curve at half-maximal effect; % of control where 0% means no effect; nearly all actives have a fitted effect of over 60% in size
#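 Derepression of a silenced CMV-GFP reporter in murine LDR cells is scored by enumerating GFP-positive cells with a laser-scanning microplate cytometer after 30 hours of treatment at 37 C.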
# An asterisk follows results filed as active; ? = inconclusive; / = not tested or not shown; & = joins results of further samples; [ ] = another dose, or the depositor's remark. Unless noted, calls follow the shape of the dose curve; as a rule, active = well fitted curve in the direction sought with a large enough effect; inconclusive = small, poorly fitted or top-dose-only effect, or another doubt; inactive = no such curve, though single readings can be large; an effect the other way counts as inactive or inconclusive. Only part of the results is shown (hit frequency here may not be typical).
# Each structure is followed by: Tau fluor cs	NPSR antagonist	aGal spleen mod	Tau fibril FP	CBFb RUNX1 block	TR SRC2 fluor cs	TRb SRC2 PPI	Epigenetic reg
> CC(NS(=O)(=O)c1ccccc1)C(=O)Nc1ccc(S(N)(=O)=O)cc1 (stereo unspecified)
    8%	1%[46.1 µM]	-7%	10%	-4%	-7%	-2%	0.0%
> CCOC(=O)C1(CCCc2ccccc2)CCN(CCCn2cccn2)CC1
    -4%	-4%	-5%	-1%	8%	-7%	-8%	-0.8%
> COc1ccc(CCNC(=O)C2CC(c3ccccc3[N+](=O)[O-])=NO2)cc1 (stereo unspecified)
    -2%	-10%[46.1 µM]	4%	6%	4%	2%	6%	-1.3%
> CCn1c(-c2cc(Cl)ccc2OC)n[nH]c1=S
    -5%	-2%[46.1 µM]	-4%	5%	0%	2%	-5%	-1.0%
> COc1cccc(/C=C2\N=C3CCCCCN3C2=O)c1
    -10%	-5%[46.1 µM]	0%	?	2%	-10%	1%	0.7%
> CN(C(=O)c1ccncc1)c1nnc(-c2ccncc2)s1
    3%	-7%[46.1 µM]	6%	11%	1%	2%	-17%	0.0%
> CCN(CC)c1ccc(NC(=O)CN2C(=O)CSc3ncccc32)c(C)c1
    -6%	-24%[46.1 µM]	3%	0%	2%	2%	-18%	-0.4%
> CCCCCC(=O)N/N=C/c1cccs1
    7%	-2%[46.1 µM]	10%	5%	0%	1%	-26%	-0.8%
> Cc1nnc(SCC(=O)Nc2ncc(Cc3ccc(F)cc3)s2)n1N
    -6%	1%[46.1 µM]	6%	-11%	1%	0%	8%	-2.6%
> Cc1ccccc1Nc1ncnc2c1cnn2Cc1ccccc1
    -8%	-14%	-6%	1%	4%	-3%	2%	-1.9%

# Next results follow:
# Each structure is followed by: Tau fluor cs	NPSR antagonist	aGal spleen mod	Tau fibril FP	CBFb RUNX1 block	TR SRC2 fluor cs	TRb SRC2 PPI	Epigenetic reg
> CCCCCC1CC(CC/C(C)=N/NC(N)=O)C(=O)O1 (stereo unspecified)
    -10%	7%	0%	7%	3%	0%	4%	0.0%
> CC1(C)CN=C(N2CCN(C3=NCC(C)(C)S3)CC2)S1
    7%	0%[46.1 µM]	-8%	14%	1%	1%	4%	-4.3%
> Cn1c(Cl)cnc1C(O)c1ccccc1 (stereo unspecified)
    1%	-10%[46.1 µM]	5%	1%	5%	3%	-3%	-0.7%
> CS(=O)(=O)N1CCC(N2CCN(Cc3ccc(F)cc3)C(=O)C2=O)CC1
    -1%	/	/	1%	/	-1%	-2%	-4.0%
> CC(=O)Nc1ccc(C(=O)N2CCCC2)cc1
    4%	-2%[46.1 µM]	-5%	4%	1%	-4%	2%	-0.9%
> CC1C(c2ccccc2)C(C#N)(C#N)C2(C#N)C(=O)NC1(N)C2C (stereo unspecified)
    -1%	-5%[46.1 µM]	-2%	7%	1%	2%	6%	2.4%
> O=C(NCCSCc1ccco1)Nc1ccccc1
    -1%	0%[46.1 µM]	7%	0%	-5%	-2%	3%	-1.0%
> COC(=O)c1sc(S(=O)(=O)N2CCN(c3ccccc3)CC2)c(C(=O)OC)c1C
    -25%	-16%[46.1 µM]	0%	11%	3%	-7%	-3%	-3.4%
> CN1CCN(c2nc(-c3cccc(C#N)c3)nc3ccccc23)CC1
    -13%	/	-7%	-5%	/	-2%	2%	-1.0%
> N#Cc1c(NC(=O)c2cccc(S(=O)(=O)Nc3ccc(C(=O)O)cc3)c2)sc2c1CCCC2
    -16%	36%	-1%	-12%	-12%	-2%	2%	-2.4%

# Next compounds
# Each structure is followed by: Tau fluor cs	NPSR antagonist	aGal spleen mod	Tau fibril FP	CBFb RUNX1 block	TR SRC2 fluor cs	TRb SRC2 PPI	Epigenetic reg
> Cc1ccc(S(=O)(=O)N(C)C)cc1NC(=O)C(C)OC(=O)c1ccc2c(c1)OCCO2 (stereo unspecified)
    -18%	9%	4%	0%	5%	-1%	5%	-4.3%
> Cc1ccc(NC(=S)Nc2ccc(S(=O)(=O)Nc3ncccn3)cc2)cc1Cl
    ?	-3%	-2%	?	-2%	1%	-4%	-0.3%
> COc1ccc(S(=O)(=O)N2CCN(S(=O)(=O)c3ccc4c(c3)OCCO4)CC2)cc1
    1%	-13%[46.1 µM]	14%	-14%	-2%	0%	0%	2.4%
> CC1(C)CC(=O)C2=C(C1)N(CCN1CCOCC1)C1=C(C(=O)CC(C)(C)C1)C2c1cccc(Cl)c1
    -5%	?	?	2%	10%	2%	-6%	-2.7%
> Cc1cc2ccccc2cc1CN1CCOCC1
    -8%	6%[46.1 µM]	0%	-2%	4%	-3%	5%	7.2%
> CC1CC(C)CN(CC(=O)N2CCOCC2)C1 (stereo unspecified)
    1%	21%	6%	-1%	-9%	2%	-4%	-1.0%
> Cc1ccc(C)c(NC(=O)c2nnn(CC(=O)Nc3cccc(C)c3C)c2N)c1
    4%	/	/	-16%	/	-2%	-6%	-1.3%
> CCC1Oc2ccc(C)cc2N(CC(=O)NCCN2C(C)CCCC2C)C1=O (stereo unspecified)
    3%	4%[46.1 µM]	-9%	-2%	7%	2%	6%	0.0%
> O=C(CSc1nc2c([nH]c3ccccc32)c(=O)n1-c1cccc(Cl)c1)c1ccccc1
    7%	/	/	10%	/	6%	8%	13%
> Cc1ccc(OCC(O)Cn2c(N3CCOCC3)nc3c2c(=O)[nH]c(=O)n3C)cc1 (stereo unspecified)
    -1%	-1%[46.1 µM]	-12%	2%	1%	-1%	8%	?

# New compounds follow
# Each structure is followed by: Tau fluor cs	NPSR antagonist	aGal spleen mod	Tau fibril FP	CBFb RUNX1 block	TR SRC2 fluor cs	TRb SRC2 PPI	Epigenetic reg
> O=C(NC(NC(=S)Nc1ccccc1O)C(Cl)(Cl)Cl)c1ccco1 (stereo unspecified)
    -17%	-1%[46.1 µM]	-6%	10%	-10%	-8%	4%	1.3%
> COC(=O)/C(=C\C=C\c1ccccc1)NC(=O)c1ccccc1
    -6%	-42%	-2%	1%	7%	0%	-2%	-0.7%
> CC1=NCCN1CCNC(=O)Nc1ccc(C(C)(C)C)cc1
    4%	-21%	-26%	4%	-9%	-4%	-4%	-2.4%
> Cc1ccc(CN2CCCN(Cc3c(C)cc(C)cc3C)S2(=O)=O)cc1
    -11%	/	/	1%	/	0%	5%	1.4%
> S=C=Nc1cccc(NC(=S)NCCCCNC(=S)Nc2cccc(N=C=S)c2)c1
    ?	/	-4%&-6%	?	?	-2%&3%	0%&-2%	1.1%
> C=CC(=O)CC
    /	/	0%	/	2%[21.7 µM]	-1%	-1%	/
> Cc1csc2nc(CCNS(=O)(=O)c3ccccc3)cn12
    -6%	/	/	6%	/	-1%	1%	0.0%
> Cc1ccc2c(c1)N(Cc1ccc3c(c1)OCO3)C(=O)C(C)O2 (stereo unspecified)
    -10%	-17%[46.1 µM]	-9%	-1%	1%	5%	-2%	-0.1%
> COCCSc1nnc(NC(=O)c2ccc3c(c2)OCO3)s1
    -10%	0%	0%	4%	5%	0%	-2%	0.2%
> CNc1cc(OC)c(C(=O)N[C@@H]2CCN(Cc3ccccc3)[C@H]2C)cc1Cl
    -12%	/	10%	2%	-5%[21.7 µM]	0%	6%	-3.1%

# Carrying on:
# Each structure is followed by: Tau fluor cs	NPSR antagonist	aGal spleen mod	Tau fibril FP	CBFb RUNX1 block	TR SRC2 fluor cs	TRb SRC2 PPI	Epigenetic reg
> CC1(C)SC(=S)N(Cc2ccc3c(c2)OCO3)C1N(O)C(=O)NC1CCCCC1 (stereo unspecified)
    -24%	?	-9%	-10%	-3%	-3%	0%	-2.3%
> COC(=O)c1ccc(CSc2ccc3nnc(-c4ccccc4)n3n2)o1
    -3%	?	-8%	1%	-4%	-1%	-27%	6.2%
> Cc1coc(C)c1C(=O)CC1(O)C(=O)N(Cc2ccccc2)c2ccccc21 (stereo unspecified)
    -9%	?	-8%	-2%	-9%	1%	-4%	-0.7%
> Cc1cc(C)nc(N(C#N)CC(=O)Nc2ccccc2)n1
    -10%	-6%[46.1 µM]	-17%	-1%	10%	-1%	-7%	0.0%
> CNC(=S)Nc1cccc(S(=O)(=O)NC2=NCCC2)c1
    0%	23%	10%	-5%	5%	-1%	-11%	3.0%
> CCCC(=O)N1CCc2[nH]c3ccccc3c2C1
    -15%	-10%[46.1 µM]	1%	1%	-3%	2%	3%	2.2%
> CCCn1c(=O)c2sccc2n2c(CCCC(=O)N3CCN(c4ccccc4OC)CC3)nnc12
    -8%	/	/	3%	/	4%	1%	-2.5%
> O=C(Oc1ccc(C(=S)N2CCC(O)CC2)cc1)c1ccc(Cl)cc1
    -7%	13%	3%	-2%	2%	0%	4%	-1.2%

# 7 compounds drawn at random from those above:
# Each structure is followed by: Tau fluor cs	NPSR antagonist	aGal spleen mod	Tau fibril FP	CBFb RUNX1 block	TR SRC2 fluor cs	TRb SRC2 PPI	Epigenetic reg
> CNC(=S)Nc1cccc(S(=O)(=O)NC2=NCCC2)c1
    0%	23%	10%	-5%	5%	-1%	-11%	3.0%
> COC(=O)c1ccc(CSc2ccc3nnc(-c4ccccc4)n3n2)o1
    -3%	?	-8%	1%	-4%	-1%	-27%	6.2%
> Cc1coc(C)c1C(=O)CC1(O)C(=O)N(Cc2ccccc2)c2ccccc21 (stereo unspecified)
    -9%	?	-8%	-2%	-9%	1%	-4%	-0.7%
> Cc1cc(C)nc(N(C#N)CC(=O)Nc2ccccc2)n1
    -10%	-6%[46.1 µM]	-17%	-1%	10%	-1%	-7%	0.0%
> O=C(Oc1ccc(C(=S)N2CCC(O)CC2)cc1)c1ccc(Cl)cc1
    -7%	13%	3%	-2%	2%	0%	4%	-1.2%
> CC1(C)SC(=S)N(Cc2ccc3c(c2)OCO3)C1N(O)C(=O)NC1CCCCC1 (stereo unspecified)
    -24%	?	-9%	-10%	-3%	-3%	0%	-2.3%
> CCCC(=O)N1CCc2[nH]c3ccccc3c2C1
    -15%	-10%[46.1 µM]	1%	1%	-3%	2%	3%	2.2%

# Compound activity (PubChem BioAssay)
